S1P4 ag: S1P4 receptor agonists, primary screen, cell-based; activation, % at 4.98 µM; Sphingosine 1-phosphate receptor 4 (Homo sapiens), O95977; actives 0.35% (n = 220,000); S1P4-expressing cell line, agonist reporter assay; AID 1509, 2009; in the data active means activation above about 11%;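 further: 0% = DMSO vehicle and 100% = reference agonist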
NPY-Y1 antag: NPY-Y1 receptor antagonists, primary screen, cell-based; AID 1040, 2008; actives 1% (n = 200,000); inhibition, % at 3.6 µM; HEK293-CNG Y1 cells, membrane potential fluorescence; NPY at EC95, then isoproterenol;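 active means inhibition above the campaign mean inhibition of all tested compounds plus 3 SD, cut at about 20% in these data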;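 further: 0% = DMSO wells given NPY plus isoproterenol and 100% = isoproterenol alone without NPY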
Target sequence (P25929 whole entry, looked up): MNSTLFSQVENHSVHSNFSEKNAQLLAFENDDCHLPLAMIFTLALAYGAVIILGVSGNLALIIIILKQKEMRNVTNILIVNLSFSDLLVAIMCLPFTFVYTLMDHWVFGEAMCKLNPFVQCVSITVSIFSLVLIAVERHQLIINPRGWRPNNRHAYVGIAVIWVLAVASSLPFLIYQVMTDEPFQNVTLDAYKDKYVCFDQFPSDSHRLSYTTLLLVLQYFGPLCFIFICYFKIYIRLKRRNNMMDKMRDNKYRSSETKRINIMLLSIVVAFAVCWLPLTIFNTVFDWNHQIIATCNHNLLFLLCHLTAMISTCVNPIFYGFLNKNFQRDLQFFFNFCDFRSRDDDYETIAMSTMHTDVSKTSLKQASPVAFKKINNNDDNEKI
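Material: HEK293 cells co-expressing NPY Y1 receptor and cyclic-nucleotide gated channel. Timing: compound incubation 1 h at room temperature, readout 45 min post-stimulation. Signal: fluorescence, membrane potential probe.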
TRPML3 ag: human TRPML3 channel agonists, primary screen, cell-based, HEK293 TRPML3-YFP, Fluo-8 calcium fluorescence, 3 µM. Mucolipin-3 (Homo sapiens), Q8TDD5. 100% = the carbachol control signal. activation, % at 3 µM. actives 0.29% (n = 220,000). AID 1448, 2008;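 active means activation above its plate's cutoff, the mean activation of the plate's test wells plus 3 SD, cut at about 12% in these data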;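 further: 0% = DMSO only wells and 100% = carbachol wells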
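system = HEK293 cells stably carrying human TRPML3-YFP | doses = one concentration, 3 µM nominal, 0.3% DMSO | timing = dye loading 1 h 37 °C then 30 min ambient, 125 s read | detection = Fluo-8 calcium dye fluorescence, ex 470-495, em 515-575 nm | benchmarks = high control carbachol 87 µM, low control DMSO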
NPY-Y1 PAM-ag: NPY-Y1 receptor potentiators or agonists, primary screen, cell-based. Neuropeptide Y receptor type 1 (Homo sapiens), P25929. actives 0.37% (n = 220,000). AID 1304, 2008. NPY-Y1 expressing cells, potentiator/agonist activation. activation, % at 3.6 µM; in the data active means activation above about 33%, passing the limit was not always enough;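 further: cells stimulated with NPY at EC10 then isoproterenol at EC100; 0% = low agonist plus stimulus and 100% = saturating agonist plus stimulus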
NPY2 pot ag: NPY-Y2 potentiators or agonists, primary screen, cell-based; Neuropeptide Y receptor type 2 (Homo sapiens), P49146; cells expressing NPY-Y2, potentiator/agonist read-out; activation, % at 3.6 µM; actives 0.45% (n = 220,000); in the data active means activation above about 27%;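 further: cells stimulated with NPY near EC25 plus isoproterenol at EC100; 0% = vehicle plus submaximal agonist and 100% = vehicle plus saturating agonist; some results beyond the cut were filed as inactive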
Target sequence (P49146 whole entry, looked up): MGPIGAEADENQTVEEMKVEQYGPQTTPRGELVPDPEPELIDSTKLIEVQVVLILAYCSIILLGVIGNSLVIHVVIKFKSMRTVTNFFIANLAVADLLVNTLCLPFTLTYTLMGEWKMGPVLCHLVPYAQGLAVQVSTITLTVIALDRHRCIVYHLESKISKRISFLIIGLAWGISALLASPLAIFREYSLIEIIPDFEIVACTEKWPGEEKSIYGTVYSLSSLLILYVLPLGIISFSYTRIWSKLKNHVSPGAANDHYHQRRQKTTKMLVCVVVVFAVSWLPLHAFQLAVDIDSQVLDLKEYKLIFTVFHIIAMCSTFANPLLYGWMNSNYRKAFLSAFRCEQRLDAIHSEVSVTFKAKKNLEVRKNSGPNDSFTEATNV
S1P4 antag: S1P4 receptor antagonists, primary screen, cell-based; AID 1510, 2009; actives 0.26% (n = 220,000); Sphingosine 1-phosphate receptor 4 (Homo sapiens), O95977; S1P4-expressing cells, antagonist mode, reporter read-out; inhibition, % at 4.98 µM; in the data active means inhibition above about 29%;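 further: 0% = wells stimulated with agonist and 100% = vehicle wells without agonist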
CHOP inh: inhibitors of CHOP promoter induction, primary screen, cell-based, unfolded protein response, luciferase reporter; CHO-K1 CHOP-promoter luciferase, tunicamycin-induced, 15-18 h; inhibition, % at 10 µM; actives 3.8% (n = 220,000);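 active means compounds that reduced the stress-induced luciferase reporter signal by more than about 70% of percent inhibition, limit read from the data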;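 further: 0% = tunicamycin plus vehicle and 100% = wells without tunicamycin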
EP2 mod: EP2 receptor modulators, cAMP readout, primary screen, cell-based, HTRF cAMP, PGE2 stimulation. Prostaglandin E2 receptor EP2 subtype (Homo sapiens), P43116. EP2-expressing cells, cAMP HTRF FRET, PGE2 co-stimulation. induction, % at 25 µM. actives 0.83% (n = 260,000). AID 940, 2007;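 active means compounds whose cAMP rise, as percent of the full-agonist control response, exceeds 60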;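 further: rat C6 glioma line stably carrying human EP2 under a CMV promoter; the protocol text gives 20 µM as final concentration; 100% = response of wells given 1 µM PGE2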
zfTRPN1 agonist: zebrafish TRPN1 channel agonists, primary screen, cell-based, HEK293, calcium fluorescence | transient receptor potential cation channel N1 (TRPN1/NompC), Danio rerio | HEK293 zebrafish TRPN1-YFP, Fluo-8 calcium fluorescence; 100% = response to 87 µM carbachol | activation, % at 3 µM | actives 0.18% (n = 220,000);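 active means activation above its plate's cutoff, the mean activation of test wells on that plate plus 3 SD, cut at about 19% in these data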;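 further: 0% = DMSO alone and 100% = 87 µM carbachol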
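System: zebrafish TRPN1-YFP in HEK293 cells / Dosing: 3 µM single point / Timing: dye loading 1 h at 37 °C, then 30 min room temperature / Signal: Fluo-8 calcium fluorescence, excitation 470-495 nm, emission 515-575 nm / Read-out basis: percent activation from peak over basal fluorescence ratio, control-normalized / Control set: high carbachol 87 µM, low DMSO alone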
The depositor's hits bear a star; nt = no result given; & = joins results of further samples.

SMILES	S1P4 ag	NPY-Y1 antag	TRPML3 ag	NPY-Y1 PAM-ag	NPY2 pot ag	S1P4 antag	CHOP inh	EP2 mod	zfTRPN1 agonist
CC(C)COCC1CC2(CC(C)C(=O)CC2=O)C(=O)O1 (configuration not stated)	-0.1	0	0.5	15	18	-16	-31	26	0.0
O=[N+]([O-])c1cccc(S(=O)(=O)c2ccc(N3CCCCC3)c([N+](=O)[O-])c2)c1	3.8	-8	0.6	5	6	-4	17	-2	0.6
CC(C)CSc1nc2ccccc2[nH]1	0.7	-1	0.6	-2	0	2	-7	-34	-0.2
O=C(/C=C/c1ccccc1[N+](=O)[O-])N1CCN(C(=O)c2ccco2)CC1	-0.6	3	0.8	19	8	3	7	3	2.0
CN(CCC#N)C(=O)COC(=O)c1ccc(Cl)c(S(N)(=O)=O)c1	1.2	-5	0.8	-5	-13	-18	6	24	-0.7
Cc1cc(C)c(C)c(S(=O)(=O)NCc2ccco2)c1C	-1.6	0	-0.9	12	-20	-16	-29	17	-0.8
O=C(NCc1cccnc1)c1cnc2ccccc2n1	-0.9	nt	1.1	-2	-30	1	11	-1	-0.4
COc1ccc(-c2nnn(CC(=O)N(CC3CCCO3)C(C(=O)NC(C)(C)C)c3ccco3)n2)cc1OC (configuration not stated)	0.8	2	0.1	-7	-16	-8	1	1	-1.9
CSc1ncc(Cl)c(C(=O)Nc2ccc(S(=O)(=O)N3CCOCC3)cc2)n1	1.3	2	0.8	-10	11	5	4	9	0.4
O=c1cc(N2CCCCC2)c(-c2ccccc2)nn1Cc1ccccc1	-0.5	-1	0.0	-2	-4	16	85*	82*	-1.4
COc1ccc(N(C(=O)C(C)C)S(=O)(=O)c2ccc(Cl)cc2)cc1	-5.2	0	-0.5	-6	-10	3	41	19	-1.9
CCCCCC(=O)N1CCCC1	0.8	nt	0.9	17	12	-9	10	10	0.9
O=C(NCC1CCCO1)C1CCCN1C(=O)NC1CCCCC1 (configuration not stated)	-0.2	10	0.7	-21	-6	-23	23	18	-0.4
CC(=O)c1cccc(NC(=S)NC(=O)c2ccc(C)cc2)c1	-1.1	4	-0.1	-10	-20	7	-35	-18	0.4
COc1ccc(/C=N/NC(=O)c2nc(-c3ccccc3)cc(-c3ccccc3)n2)cc1	-2.4	2	-0.1	-53	-57	19	-47	-10	0.9
O=C(COC(=O)C1CC2C=CC1C2)NCc1ccc(F)cc1 (configuration not stated)	0.8	-5	-0.1	9	-2	-10	1	7	-0.1
COc1ccc(S(=O)(=O)N2CCN(C(=O)c3cnc(C)cn3)CC2)cc1	-0.6	-2	0.9	0	7	-21	16	18	0.8
CC(/C=N/NC(=O)CSc1nc2ccccc2n1C)=C\c1ccco1	1.0	-2	-0.2	-9	3	-27	25	-63	-0.6
COC(=O)C1=C(C(=O)OC)SC2(S1)C(C(=O)OC)=C(C(=O)OC)SC1=C2c2cc(C)cc(C)c2NC1(C)C	-2.1	-8	-0.6	7	10	7	33	30	-1.5
CC1(C)CNC(=O)C=C(c2ccccc2)C1	-2.1	6	1.1	16	-7	-16	-5	15	0.5
COc1ccc(NC(=O)CSc2ccccc2)c(OC)c1	0.0	-1	-1.0	-16	7	9	3	-1	-1.3
CCCNC(=O)CSc1nnc(-c2ccco2)n1C	0.2	8	0.2	5	12	19	1	5	0.6
O=C(Nc1ccccc1N1CCOCC1)C1CCCCN1S(=O)(=O)c1ccccc1 (configuration not stated)	-1.8	4	0.3	5	-9	3	9	6	-1.1
O=c1cc(N2CCOCC2)[nH]c(=O)n1C1CCCCC1	-1.2	0	0.6	10	1	14	-8	35	1.8
COc1ccccc1NC1=C(Cl)C(=O)OC1OC(=O)c1ccco1 (configuration not stated)	1.8	12	-0.7	-9	2	3	20	17	-2.3
Cc1ccc(C)c(NS(=O)(=O)c2cc(C(=O)NCCSC3CCCCC3)ccc2C)c1	-1.9	-1	-0.9	20	7	4	70	11	-1.7
NS(=O)(=O)c1ccc(NC(=S)NC(=O)c2ccc3c(c2)OCO3)cc1	-1.1	-2	1.2	-12	7	6	0	-74	1.0
Cc1ccc(-c2nnn(CC(=O)N(Cc3ccco3)C(C(=O)NC(C)(C)C)c3ccc(C)o3)n2)o1 (configuration not stated)	1.4	15	-1.7	-3	-17	1	55	3	-2.2
Cc1nnc(NC(=O)c2ccncc2)s1	0.1	6	0.5	4	6	-17	18	28	1.2
CC(=O)C1=C(O)C(=O)N(c2nccs2)C1c1ccc(Br)cc1 (configuration not stated)	-1.6	-2	0.3	-6	1	1	-13	11	0.4
COc1ccc(C(=O)NCC(=O)NCC(=O)OCC(=O)C(C)(C)C)cc1	2.5	-4	1.3	11	2	-15	-1	43	0.9
COc1ccc(C(=O)N/N=C/c2ccc(OC)c(CSc3ccccn3)c2)cc1	0.1	1	-0.8	-1	3	2	10	-12	0.1
COCCCNC(=O)CSc1nc2cc3c(cc2c(=O)n1CCCC(=O)NCc1ccc(OC)cc1)OCO3	-0.5	-4	0.5	-6	12	4	6	9	0.5
O=C1C2(CCCC13COC(c1ccc(O)cc1)OC3)COC(c1ccc(O)cc1)OC2 (configuration not stated)	2.0	nt	0.6	27	6	6	4	16	-0.4
O=C(CCN1C(=O)c2ccccc2C1=O)Nc1cccc(F)c1	1.3	1	0.3	-20	-15	-7	14	-6	0.0
Cc1ccc(C(C)C)c(OCC(=O)Nc2ccccc2N2CCN(C)CC2)c1	-3.6	7	0.0	-35	-8	-17	78*	14	1.4
O=C(c1cccnc1)N1CCN(C/C=C/c2ccccc2)CC1	1.8	-1	0.6	5	-1	-2	10	21	-0.1
O=C(Nc1cccc(Cl)c1)Nc1nc(-c2ccc(Cl)cc2)cs1	-2.7	-1	0.4	-4	5	8	-5	-9	2.8
O=C(O)CSc1nc2ccccc2[nH]1	1.6	0	1.4	1	-4	-8	42	37&-30&11	0.8
COc1ccc(C2CC(c3ccc(OC)c(OC)c3)=NN2S(C)(=O)=O)cc1 (configuration not stated)	1.3	nt	1.9	10	-2	-29	17	-9	6.4
Cc1cccnc1NC(N)=S	0.4	-8	1.0	-10	-7	-8	0	5	1.0
O=c1c(C=NCCN2CCNCC2)c(-c2ccccc2)[nH]n1-c1ccc([N+](=O)[O-])cc1	0.3	-1	1.0	22	23	21	-24	-62	2.0
CCCN(CCC)C(=O)CSc1nc2ccccc2c(=O)n1C1CCCC1	1.2	29*	-1.6	-22	9	3	97*	34	-2.4
C=CCNC(=S)NNC(=O)C(CCC(C)C)CC(C)(C)O (configuration not stated)	-2.0	1	0.7	-3	0	-15	-8	30	-0.5
CCOC(=O)CSc1nc2ccccc2c(=O)n1CC1CCCC1	-1.6	18	-0.8	-48	-13	-2	27	62*	-1.0

Marked active in NPY-Y1 antag, among the entries above:
smiles | S1P4 ag | NPY-Y1 antag | TRPML3 ag | NPY-Y1 PAM-ag | NPY2 pot ag | S1P4 antag | CHOP inh | EP2 mod
CCCN(CCC)C(=O)CSc1nc2ccccc2c(=O)n1C1CCCC1 | 1.2 | 29* | -1.6 | -22 | 9 | 3 | 97* | 34

Other entries follow:
SMILES	S1P4 ag	NPY-Y1 antag	TRPML3 ag	NPY-Y1 PAM-ag	NPY2 pot ag	S1P4 antag	CHOP inh	EP2 mod	zfTRPN1 agonist
O=C(O)c1ccccc1OCCOc1ccccc1	1.4	12	0.1	-12	-14	-16	27	16	-1.7
Cc1cnc(NC(=O)CSc2nc3ccccc3c(=O)[nH]2)s1	0.3	7	-0.5	10	-2	3	6	21	-1.5
CCC(=O)c1ccc(N2CCN(C(=O)Cc3ccccc3)CC2)c(F)c1	-4.1	-3	1.9	14	-5	3	28	-16	0.8
Cc1cc2ncc(C(=O)N=CN(C)C)cn2n1	1.6	0	1.1	-9	11	-25	4	19	0.7
O=C(O)c1cc2nc3c(c(C(F)(F)F)n2n1)CCCC3	2.9	2	1.1	6	-1	-11	2	-4&13	2.8
Cc1ccc(N2CCN(c3ccc(C)cc3)C(CC(=O)O)C2=O)cc1 (configuration not stated)	6.0	-2	0.1	-25	-2	3	32	10	0.3
Cc1ccccc1NC(=S)NN1CCN(C)CC1	-0.2	0	-0.3	10	10	-10	-2	-8	-1.1
CNS(=O)(=O)/C=C/c1ccccc1	-0.2	0	0.3	1	3	-7	7	32	0.8
COc1ccc(CCNC(=O)CN2CCCc3ccccc32)cc1OC	2.4	1	-0.2	13	2	-20	-10	1	-0.5
Fc1ccc(CSc2nc3ccccc3[nH]2)c2ccccc12	-4.4	7	-0.4	-16	-2	-4	69	-39	-2.2
COc1cccc(-n2c(SCC(=O)OC(C)C)nnc2-c2cccnc2)c1	-1.5	-1	-0.2	1	5	-16	6	1	-0.9
O=C(Cc1ccc(Cl)cc1)NNC1CC(=O)N(c2ccc3ccccc3c2)C1=O (configuration not stated)	0.5	nt	1.5	1	-3	-5	-10	0	3.6
O=C(Nc1ccc(N2CCN(C(=O)c3ccco3)CC2)cc1)c1ccccc1F	1.5	-2	0.6	-4	4	-4	-2	17&-8	1.2

Grouped by structure, the compounds so far with an NH in an aromatic ring (6)
SMILES	S1P4 ag	NPY-Y1 antag	TRPML3 ag	NPY-Y1 PAM-ag	NPY2 pot ag	S1P4 antag	CHOP inh	EP2 mod	zfTRPN1 agonist
CC(C)CSc1nc2ccccc2[nH]1	0.7	-1	0.6	-2	0	2	-7	-34	-0.2
O=c1cc(N2CCOCC2)[nH]c(=O)n1C1CCCCC1	-1.2	0	0.6	10	1	14	-8	35	1.8
O=C(O)CSc1nc2ccccc2[nH]1	1.6	0	1.4	1	-4	-8	42	37&-30&11	0.8
O=c1c(C=NCCN2CCNCC2)c(-c2ccccc2)[nH]n1-c1ccc([N+](=O)[O-])cc1	0.3	-1	1.0	22	23	21	-24	-62	2.0
Cc1cnc(NC(=O)CSc2nc3ccccc3c(=O)[nH]2)s1	0.3	7	-0.5	10	-2	3	6	21	-1.5
Fc1ccc(CSc2nc3ccccc3[nH]2)c2ccccc12	-4.4	7	-0.4	-16	-2	-4	69	-39	-2.2

Assay outcomes deposited in PubChem by several laboratories.
